Bioassay records deposited in PubChem BioAssay by National Center for Advancing Translational Sciences (NCATS).
EPAC2 antag: antagonists of human EPAC2; 360,000 tested, 0.18% active; Q8WZA2; AID 720708; EPAC2 GEF exchange of Rap1B-BODIPY-GDP, fluorescence; Potency, µM (series often up to 114 µM), inactives show at the top dose activity, negative = inhibition, usual class: inhibitors; also: % is scaled to controls: 0 for no effect and ±100 for the full control effect; nearly all actives have a fitted effect of over 45% in size; many of its hits are not listed in these tables
FUS suppressor: rescues growth of FUS-expressing yeast; S. cerevisiae FUS-expressing, growth rescue, OD600, 24 h; Potency, µM (highest dose often 76.6 µM), for the others: top-dose growth rescue (activation), hits mostly activators; 390,000 tested, 0.24% active;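 also: plate controls were DMSO vehicle for no effect and reference control for full effect; nearly all actives have a fitted effect of over 55% in size; some results filed as inactive show a strong effect at the top dose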
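Compound concentration series was pinned onto galactose-induced FUS-expressing yeast seeded at OD 0.005. Plates sat 24hr at 30C; absorbance at 600 nm gave growth. DMSO served as background control.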
PTHR1 ag: agonists of human PTHR1 parathyroid hormone receptor; AID 743266; 410,000 tested, 0.075% active; Q03431; Potency, µM (top dose mostly 115 µM), inactives show at the highest dose activation, actives largely listed as activators; HEK293 GP2 PTHR1 cells, GloSensor cAMP luminescence, 1 h; also: nearly all actives have a fitted effect of over 55% in size; some results filed as inactive show a strong effect at the top dose; inactives centre near -15; many of its hits are not listed in these tables
Target sequence (Q03431 whole entry, looked up): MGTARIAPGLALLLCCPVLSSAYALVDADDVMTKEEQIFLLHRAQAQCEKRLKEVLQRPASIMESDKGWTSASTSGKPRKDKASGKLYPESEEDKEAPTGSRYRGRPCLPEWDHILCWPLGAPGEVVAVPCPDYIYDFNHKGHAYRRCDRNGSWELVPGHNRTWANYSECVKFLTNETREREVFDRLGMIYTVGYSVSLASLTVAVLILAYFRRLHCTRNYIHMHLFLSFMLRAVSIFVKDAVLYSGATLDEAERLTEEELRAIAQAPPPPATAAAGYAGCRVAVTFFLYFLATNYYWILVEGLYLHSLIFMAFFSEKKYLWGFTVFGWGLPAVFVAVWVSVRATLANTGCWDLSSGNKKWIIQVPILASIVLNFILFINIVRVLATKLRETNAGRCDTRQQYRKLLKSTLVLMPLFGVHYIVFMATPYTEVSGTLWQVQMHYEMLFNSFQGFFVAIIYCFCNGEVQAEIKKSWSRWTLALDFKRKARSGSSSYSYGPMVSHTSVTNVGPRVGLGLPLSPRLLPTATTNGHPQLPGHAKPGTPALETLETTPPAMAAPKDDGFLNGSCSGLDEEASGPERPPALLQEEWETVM
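HEK-293-derived GP2 cells expressing PTHR1 and a GloSensor cAMP reporter, 3,000/well, plated overnight, given luciferin plus IBMX (each 0.5 mM as added) for 1 h at 37 °C, then compound for 1 h at 37 °C. Luminescence was read after 15 min at room temperature.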
EPAC2 ag: agonists of human EPAC2 (RAPGEF4); EPAC2 activation, biochemical qHTS; response scale: 100% = 6.5 mM cAMP response; Potency, µM (series often up to 154 µM), without a hit: at the highest dose activation, actives largely listed as activators; 360,000 tested, 0.079% active; AID 720711; also: nearly all actives have a fitted effect of over 50% in size
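Exchange assay: 100 nM EPAC2 with 250 nM Rap1B-BODIPY-GDP and 50 uM GDP. Fluorescence (ex 480/em 540 nm) read every 5 min for 30 min at room temperature. Data normalized to 6.5 mM cAMP as agonist control.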
TDP43 rescue: rescues yeast growth from TDP-43 toxicity; TDP-43 expressing yeast growth rescue, BacTiter-Glo, 24 h; Potency, µM (series often up to 46.1 µM), for inactives: at the highest dose growth rescue (activation), most hits filed as activators; 410,000 tested, 1.8% active; AID 652104; also: % of control where 0% means no effect; nearly all actives have a fitted effect of over 50% in size
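Readout is BacTiter-Glo luminescence of cell growth, so inhibitors register as activators. TDP-43-expressing yeast at OD600=0.02 in galactose medium, after raffinose pregrowth to mid-log, were incubated with compound for 24 hr at 30 deg C.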
aSyn yeast inh: alpha-synuclein toxicity inhibition in yeast; Yeast expressing alpha-synuclein, growth rescue, BacTiter-Glo, 24 h; Potency, µM (titrated, usually from 46.1 µM), for the others: top-dose growth rescue (activation), most hits filed as activators; 370,000 tested, 0.14% active; also: % of control where 0% means no effect; nearly all actives have a fitted effect of over 65% in size
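Screening used galactose-induced yeast with toxic alpha-synuclein levels, exposed to compound for 24 hr at 30 deg C. Cell growth, read with BacTiter-Glo luminescence, gave the measured signal.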
EPAC1 antagonist: blocks human EPAC1 exchange factor. O95398. EPAC1 GEF assay, Rap1b-BODIPY-GDP exchange fluorescence. Potency, µM (titrated, usually from 115 µM), for the others: at the top dose activity change, negative = inhibition, hits mostly inhibitors. 360,000 tested, 0.14% active;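 also: plate controls were vehicle for no effect and positive control for full effect; nearly all actives have a fitted effect of over 50% in size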
EPAC1 agonist: agonists of human EPAC1 | Potency, µM (top dose mostly 154 µM), without a hit: at the highest dose activation, most hits filed as activators | O95398 | EPAC1 agonist qHTS, biochemical assay; response scale: 100% = response to 6.5 mM cAMP | AID 720707 | 360,000 tested, 0.073% active; also: nearly all actives have a fitted effect of over 60% in size
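Multi-concentration qHTS readout: loss of Rap1B-bound BODIPY-GDP fluorescence driven by 100 nM EPAC1 with excess GDP (50 uM), monitored kinetically at room temperature; agonist response expressed relative to 6.5 mM cAMP.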
Numbers without * were called inactive; i = inactive; ? = inconclusive; nt = not tested or not shown; [ ] = dose if it differs, or a comment. Calls follow the shape of the dose curve; as a rule, active = well fitted curve in the direction sought with a large enough effect; inconclusive = small, poorly fitted or top-dose-only effect, or another doubt; inactive = no such curve, though single readings can be large; an effect the other way counts as inactive or inconclusive. Potency is read from the fitted curve at half-maximal effect. Only part of the results is shown, so the mix of outcomes need not match the whole.

no.	compound	PTHR1 ag	FUS suppressor	EPAC1 antagonist	EPAC2 ag
1	CCc1cccc(CC)c1NC(=O)CN1CCN(c2ccccc2)CC1	i	18%	-1%	0%
2	O=[N+]([O-])c1ccc(Nc2ccccc2O)c([N+](=O)[O-])c1	i	24%	-11%	1%
3	O=S(=O)(c1ccc(Cl)cc1Br)N1CCCCC1	i	27%	-8%	8%
4	O=C(c1ccc2ccccc2c1)c1c[nH]cc1-c1ccccc1	-17%	12%	6%	-8%
5	COc1ccc(NC(=O)CC2S/C(=N\c3nccs3)N(C)C2=O)cc1 (configuration not stated)	-11%	1%	-4%	-1%
6	CN(CC(=O)Nc1ccc(F)cc1)CC(=O)Nc1ccc(F)c(F)c1F	-4%	7%	-21%	0%
7	COc1cc(OC)cc(C(=O)N2CCN=C2SCc2cccnc2)c1	i	10%	-8%	1%
8	CC(C)c1nccn1CCC(=O)O	-4%[57.5 µM]	14%	5%	2%
9	CC(=O)NCc1ccc(-c2csc(NC(=O)CCCc3nc4ccccc4c(=O)[nH]3)n2)cc1	i	?	0%	4%
10	CCCN1CCN(CCCNC(=O)Cn2nc(-c3ccccc3)ccc2=O)CC1	i	-4%	20%	-12%

no.	EPAC2 antag	EPAC1 agonist	TDP43 rescue	aSyn yeast inh
1	-4%	1%	-6%	27%
2	?	-5%	29%	24%
3	?	7%	20%	10%
4	13%	-3%	6%	0%
5	5%	6%	7%	3%
6	-7%	3%	5%	2%
7	-6%	-15%	1%	-4%
8	-2%	5%	-6%	0%
9	18%	2%	2%	-3%
10	5%	1%	-10%	-9%

Continued.
no.	compound	PTHR1 ag	FUS suppressor	EPAC1 antagonist	EPAC2 ag
11	OCCN1CCN(Cc2cc(Cl)c3cccnc3c2O)CC1	-8%	14%	1%	12%
12	O=C(Nc1ccccc1)C1=C[C@H](C2CC2)C[C@H](OCCCCO)O1	0%	?	-5%	5%
13	COc1ccc(/C(C)=N/NC(=O)c2cc(C)[nH]n2)c(OC)c1	i	0%	-6%	19%
14	Nc1[nH]ncc1-c1ccccc1	i	9%	13%	0%
15	CCc1ccc(NC(=O)c2cc(S(=O)(=O)N3CCCC3)c[nH]2)cc1	-28%	-16%	-7%	12%
16	CCN(CC)C(=O)CSc1nc2ccccc2c(=O)n1OC(C)C	i	6%	-1%	5%
17	CC(C)(C)c1csc(Sc2ccc([N+](=O)[O-])cn2)n1	-42%[inhibitor]	-2%	-16%	4%
18	CC(C)(C)c1csc(NC(=O)c2ccc(Br)o2)n1	-14%	6%	9%	10%
19	Cc1cccnc1N1C(=O)c2ccc(C(=O)O)cc2C1=O	i	-17%	4%	7%
20	COC(=O)C(CC(C)C)NC(=O)C(Cc1ccccc1)NC(=O)C1CCCN1C(=O)OC(C)(C)C (configuration not stated)	i	28%	?	-7%

no.	EPAC2 antag	EPAC1 agonist	TDP43 rescue	aSyn yeast inh
11	-4%	3%	?	7%
12	2%	5%	4%	1%
13	1%	7%	-5%	-1%
14	29%	-7%	0%	1%
15	-12%	-9%	12%	-1%
16	-15%[57.1 µM]	8%	15%	8%
17	1%	-2%	11µM*	-12%
18	-12%	-9%	0%	-26%
19	5%	12%	17%	1%
20	3%	-1%	1%	-7%

Following part:
no.	compound	PTHR1 ag	FUS suppressor	EPAC1 antagonist	EPAC2 ag
21	Cc1ccc(CNC(=O)CSc2nc(=O)n3cccc(C)c3n2)cc1	i	-4%	7%	-1%
22	Nc1nc2ccc(Br)cc2o1	i	nt	-13%	2%
23	O=S(=O)(CCSc1ccccn1)c1nc2ccccc2s1	-4%[57.5 µM]	18%	5%	-7%
24	O=C(/C=C/c1ccccc1Cl)N(Cc1cccs1)C1CCS(=O)(=O)C1 (configuration not stated)	-13%	24%	-24%	12%
25	CSc1ccccc1NC(=O)CSCc1ccccc1Br	i	nt	7%	13%
26	C=CCOCCN1C(=O)C2C3C=CC(C2C1=O)C1C2C(=O)N(CCOCC=C)C(=O)C2C31 (configuration not stated)	-21%	?	-3%	-2%
27	Cc1ccc(C)c(N2CC(C(=O)OCC(=O)Nc3cc(C)on3)CC2=O)c1 (configuration not stated)	i	-6%	-18%	5%
28	COc1ccccc1NC(=O)CCc1nc2sc3c(c2c(=O)[nH]1)CCCC3	-8%	15%	?	2%
29	Cc1ccc(CSCC(=O)NCc2ccco2)cc1	i	19%	9%	7%
30	COc1ccc(OC)c(-c2csc(NC(=O)CSCc3c(C)noc3C)n2)c1	-5%	36%	-4%	16%

no.	EPAC2 antag	EPAC1 agonist	TDP43 rescue	aSyn yeast inh
21	17%	1%	-8%	-3%
22	-4%	-15%	0%	2%
23	16%	5%	-88%[inhibitor]	-56%[inhibitor]
24	-13%	17%	13%	8%
25	-3%	9%	27%	0%
26	34%[activator]	2%	-12%	-5%
27	-4%	8%	-28%	-1%
28	18%	9%	-11%	0%
29	8%	7%	20%	0%
30	-5%	15%	-21%	3%

Quoted from above for reference:
no.	compound	PTHR1 ag	FUS suppressor	EPAC1 antagonist	EPAC2 ag
24	O=C(/C=C/c1ccccc1Cl)N(Cc1cccs1)C1CCS(=O)(=O)C1 (configuration not stated)	-13%	24%	-24%	12%
25	CSc1ccccc1NC(=O)CSCc1ccccc1Br	i	nt	7%	13%
26	C=CCOCCN1C(=O)C2C3C=CC(C2C1=O)C1C2C(=O)N(CCOCC=C)C(=O)C2C31 (configuration not stated)	-21%	?	-3%	-2%
27	Cc1ccc(C)c(N2CC(C(=O)OCC(=O)Nc3cc(C)on3)CC2=O)c1 (configuration not stated)	i	-6%	-18%	5%
28	COc1ccccc1NC(=O)CCc1nc2sc3c(c2c(=O)[nH]1)CCCC3	-8%	15%	?	2%
29	Cc1ccc(CSCC(=O)NCc2ccco2)cc1	i	19%	9%	7%
30	COc1ccc(OC)c(-c2csc(NC(=O)CSCc3c(C)noc3C)n2)c1	-5%	36%	-4%	16%

no.	EPAC2 antag	EPAC1 agonist	TDP43 rescue	aSyn yeast inh
24	-13%	17%	13%	8%
25	-3%	9%	27%	0%
26	34%[activator]	2%	-12%	-5%
27	-4%	8%	-28%	-1%
28	18%	9%	-11%	0%
29	8%	7%	20%	0%
30	-5%	15%	-21%	3%

(more compounds)
no.	compound	PTHR1 ag	FUS suppressor	EPAC1 antagonist	EPAC2 ag
31	CCC(=O)N(Cc1cc(=O)[nH]c2ccccc12)c1ccccc1OC	i	11%	8%	1%
32	COCCNC(=O)C1(C)CCCN(CCOc2ccc(Cl)cc2)C1 (configuration not stated)	?	-14%	-9%	23%
33	CCOC(=O)c1c(C)[nH]c(C)c1C(=O)COC(=O)c1ccc(Cl)c(S(=O)(=O)NCc2ccccc2)c1	-15%[57.5 µM]	?	-14%	5%
34	Clc1ccc(SCCCCN2CCNCC2)cc1	i	2%	4%	7%
35	C#CCOCCOCCOCCNc1nc(N2CCN(C(=O)[C@H](C(C)C)n3cc(CCO)nn3)CC2)nc(N2CCN(C(=O)[C@H](Cc3ccc(O)cc3)n3cc(CCO)nn3)CC2)n1	i	23%	-1%	-3%
36	O=C(c1cn(Cc2ccccc2)nc1-c1ccccc1)N1CCN(c2ccccn2)CC1	-12%	13%	-6%	11%
37	COc1cccc(S(=O)(=O)NCc2ccc(C(=O)Nc3cccc(Cl)c3)cc2)c1	-13%	-14%	2%	9%
38	CC1COc2ccccc2N1S(=O)(=O)c1cc(Cl)ccc1Cl (configuration not stated)	-32%[inhibitor]	8%	-13%	6%
39	COc1ccc(N2CCN(C(=O)C3CCN(C(=O)c4cccc(Cl)c4)CC3)CC2)cc1	-31%[inhibitor]	30%	-2%	10%
40	COc1cc(NC(=O)CSc2nc(C3CC3)nc3ccccc23)cc(OC)c1	i	15%	-3%	7%

no.	EPAC2 antag	EPAC1 agonist	TDP43 rescue	aSyn yeast inh
31	3%	0%	-22%	0%
32	4%	-3%	9%	-1%
33	-2%	9%	-1%	7%
34	5%	8%	-6%	5%
35	1%	6%	11%	1%
36	-13%	6%	13%	-9%
37	-2%	5%	-3%	-7%
38	?	7%	-16%	8%
39	0%	1%	0%	-1%
40	-2%	3%	-3%	-6%

(next part)
no.	compound	PTHR1 ag	FUS suppressor	EPAC1 antagonist	EPAC2 ag
41	CCN(CC)c1nc2n(c(=S)n1)CCS2	i	14%	13%	4%
42	CSc1ccc(N2C(=O)NC3(CCCCC3)C2=O)cc1	-15%[57.5 µM]	14%	0%	10%
43	CC(C)(C)N=Cc1c(O)ccc2oc3c(c12)CCCC3	-19%	-20%	9%	22%
44	CCOC(=O)Cc1csc(NC(=S)NC(=O)c2ccc(F)cc2)n1	i	nt	-18%	-6%
45	CCOc1ccc(NC(=O)C(=S)NC2CCCCC2)cc1	-21%	16%	-13%	2%
46	CN1CCN(C(=S)NC(CC(=O)c2ccccc2)c2ccccc2)CC1 (configuration not stated)	i	3%	2%	-1%
47	CC(NS(C)(=O)=O)C(c1cccs1)N1CCN(c2ccc(F)cc2)CC1 (configuration not stated)	-27%	21%	16%	7%
48	CN(Cc1ccccc1)C(=O)COC(=O)c1cc(=O)c2ccccc2o1	-22%	-2%	0%	-10%
49	COc1cc(-c2ccc3oc(-c4ccsc4)cc3c2)cc(OC)c1OC	-79%[inhibitor]	6%	10%	3%
50	S=C(NCCCN1CCOCC1)N1CCOCC1	3%	37%	-16%	17%

no.	EPAC2 antag	EPAC1 agonist	TDP43 rescue	aSyn yeast inh
41	-1%	7%	-24%	8%
42	-1%	9%	-10%	0%
43	16%	-7%	-46%[inhibitor]	16%
44	-5%	-5%	0%	-3%
45	5%	23%	21%	-2%
46	10%	0%	-12%	0%
47	-2%	9%	-19%	-6%
48	12%	-4%	-17%	-1%
49	-4%	6%	-2%	-3%
50	9%	11%	-25%	-2%

Later entries:
no.	compound	PTHR1 ag	FUS suppressor	EPAC1 antagonist	EPAC2 ag
51	Cc1cc(C)cc(C(=O)N(C)C2CCCN(Cc3ccccc3F)C2)c1 (configuration not stated)	-52%[inhibitor]	-7%	9%	16%
52	COC(=O)c1sccc1NC(=O)Nc1ccc(OC)cc1	-27%	-5%	7%	0%
53	CN(C)S(=O)(=O)N1CCN(S(=O)(=O)c2ccc3ccccc3c2)CC1	-64%[inhibitor]	8%	2%	2%
54	CN(CCCNS(=O)(=O)c1cccc2cccnc12)Cc1ccccc1	-22%	1%	-4%	4%

no.	EPAC2 antag	EPAC1 agonist	TDP43 rescue	aSyn yeast inh
51	24%	13%	9%	1%
52	-10%	20%	-3%	-58%[inhibitor]
53	9%	0%	-1%	-1%
54	7%	-7%	18%	0%
